TbPYK inhibitor: blocks Trypanosoma brucei pyruvate kinase; Q57TT1; TbPYK enzyme, Kinase-Glo Plus ATP luminescence, 45 min; Potency, µM (top dose mostly 76.8 µM), for inactives: top-dose activity, negative = inhibition, usual class: inhibitors; 410,000 tested, 0.12% active; AID 624173; note: potency is the fitted concentration of half-maximal effect; % is set by controls: 0 for no effect and ±100 for the full control effect; nearly all actives have a fitted effect of over 50% in size
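Glycolytic pyruvate kinase of T. brucei was incubated with substrate, test compound and 130 uM ADP for 45 minutes at room temperature. Luminescent Kinase-Glo Plus signal was measured after 10 minutes.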
AMA1 RON2 block: inhibitors of Plasmodium falciparum AMA1-RON2 interaction; AlphaScreen AMA1-biotinylated RON2 peptide binding; Potency, µM (top dose mostly 58.2 µM), inactives show at the top dose activity change, negative = inhibition, hits mostly inhibitors; 360,000 tested, 0.2% active; AID 720542;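 note: potency is the fitted concentration of half-maximal effect; 0% = vehicle wells and -100% = peptide control; nearly all actives have a fitted effect of over 45% in size; some results filed as inactive show a strong effect at the top dose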
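AMA1 (3D7) with his tag at 25 nM final met compounds first, then biotinylated RON2 peptide at 25 nM; detection used donor plus acceptor beads, 10 µg/mL apiece, read by AlphaScreen after 30 min at room temperature.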
Shiga toxin inh: inhibitors of Shiga toxin in Vero cells; Vero cells, Shiga toxin protein synthesis inhibition reporter; inhibition, % at 38.7 µM; 290,000 tested, 9.2% active; AID 2315; in the data active = inhibition mostly above about 28%, no sharp cut-off; inactive = mostly below about 43%; note: 0% is about no effect
LmPK inhibitor: blocks Leishmania mexicana pyruvate kinase activity | Potency, µM (series often up to 57.5 µM), for inactives: top-dose activity change, negative = inhibition, usual class: inhibitors | purified LmPK, Kinase-Glo ATP luminescence, 1 h | AID 1721 | 290,000 tested, 0.37% active; note: potency is the fitted concentration of half-maximal effect; % is set by controls: 0 for no effect and ±100 for the full control effect
Target sequence (Q27686 whole entry, looked up): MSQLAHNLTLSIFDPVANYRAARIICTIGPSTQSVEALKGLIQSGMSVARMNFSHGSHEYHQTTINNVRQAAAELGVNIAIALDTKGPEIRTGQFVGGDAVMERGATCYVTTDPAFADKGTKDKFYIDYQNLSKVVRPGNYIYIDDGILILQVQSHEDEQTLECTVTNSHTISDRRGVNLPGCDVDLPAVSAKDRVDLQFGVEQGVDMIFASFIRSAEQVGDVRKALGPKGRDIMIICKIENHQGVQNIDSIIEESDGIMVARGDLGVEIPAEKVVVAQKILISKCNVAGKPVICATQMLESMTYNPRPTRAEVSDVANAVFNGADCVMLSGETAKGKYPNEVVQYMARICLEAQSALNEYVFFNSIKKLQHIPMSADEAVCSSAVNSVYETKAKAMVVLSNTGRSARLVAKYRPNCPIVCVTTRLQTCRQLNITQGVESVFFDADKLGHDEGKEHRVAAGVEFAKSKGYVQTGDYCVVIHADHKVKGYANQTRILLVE
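Purified LmPK (0.1 nM) converted ADP (0.1 mM) to ATP with PEP (0.5 mM) in imidazole buffer pH 7.2 with KCl and MgCl2, 1 h at room temperature. ATP was read by Kinase-Glo luminescence; data normalized to uninhibited and no-enzyme controls.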
Pf growth 48h: inhibits P. falciparum growth in the first generation, 48 h | P. falciparum luciferase growth in erythrocytes, 48 h | Potency, µM (titrated, usually from 28.7 µM), for the others: top-dose activity change, negative = inhibition, usual class: inhibitors | 310,000 tested, 5.9% active; note: potency is the fitted concentration of half-maximal effect; % is set by controls: 0 for no effect and ±100 for the full control effect
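Parasite viability was followed by luminescence of a genomically integrated firefly luciferase. Cultures held 0.1% parasitemia at 2% hematocrit (final), incubated under 5% CO2 at 37 C.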
CHX counter: affects cycloheximide protein synthesis inhibition readout, counter-screen; cell reporter, cycloheximide protein synthesis inhibition counterscreen; max response, %; 300,000 tested, 12% active; AID 2314; in the data active = max response mostly above about 13%, no sharp cut-off; inactive = mostly below about 14%; note: read at 38.3 µM for the half of the compounds with a filed dose; 0% is about no effect
Pf growth 96h: inhibits malaria parasite growth, 96 h; P. falciparum luciferase reporter growth, 96 h; Potency, µM (top dose mostly 28.7 µM), inactives show top-dose activity change, negative = inhibition, usual class: inhibitors; 320,000 tested, 6.9% active; AID 504834; note: potency is the fitted concentration of half-maximal effect; % is set by controls: 0 for no effect and ±100 for the full control effect
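Compounds incubated with erythrocytes infected by luciferase-expressing P. falciparum (2% hematocrit, 0.05% parasitemia final) for 96 hours, 37 C in 5% CO2. Growth inhibition scored as decreased luciferase luminescence.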
* marks the source's active call; other numbers are inactive results; ? = inconclusive; . = no result given; & = joins results of further samples; [ ] = remark or other dose. Unless noted, calls come from the whole dose curve; as a rule, active = well fitted curve in the direction sought with a large enough effect; inconclusive = small, poorly fitted or top-dose-only effect, or another doubt; inactive = no such curve, though single readings can be large; an effect the other way counts as inactive or inconclusive.

1: c1ccc2c(c1)CCCN2Cc1nnnn1CC1CCCO1 (centres undefined)
2: CC(C)Oc1ccc(C2CC(=O)N(c3cccc(C(=O)O)c3)C2=O)cc1 (centres undefined)
3: COc1ccc(S(=O)(=O)Nc2ccc(N3CCOCC3)nc2)cc1
4: Cc1ccc(C)c(S(=O)(=O)N2CCN(C(=O)c3ccnn3C)CC2)c1
5: CCc1nnc(NC(=O)CSc2nnc(COc3ccc(C#N)cc3)n2-c2ccccc2)s1
6: Cc1ccc(-c2csc(NC(=O)CCNC(=O)c3ccco3)n2)cc1
7: O=[N+]([O-])c1ccc(-c2ccc(/C=N/Nc3nc(N4CCCC4)nc(N4CCCC4)n3)o2)cc1
8: Cc1cc(N/N=C/c2ccc(O)c(C)c2O)nc(-c2ccccc2O)n1

entry no.,1,2,3,4,5,6,7,8
TbPYK inhibitor,-15%,-5%,-1%,-6%,-1%,0%,-6%,-16%
AMA1 RON2 block,6%,1%,-15%,-1%,-16%,-2%,-10%,70%[activator]
Shiga toxin inh,51,11,-7,2,2,43*,-37,32
LmPK inhibitor,3%,14%,1%,-3%,-1%,1%,-9%,0%
Pf growth 48h,19%,.,?,?,-2%,?,?,5.9µM*
CHX counter,15,23,-5,-2,-4,20*,-17,25*
Pf growth 96h,-2%,6%,8%,41%,?,?,?,?

9: Cc1ccc(C(c2nnnn2C2CCCC2)N2CCN3CCCC3C2)cc1 (centres undefined)
10: COc1ccc(Cl)cc1Nc1nc(-c2sc(NC(=O)C(C)(C)C)nc2C)cs1
11: CCCc1cc(C(=O)OCC(=O)N2CCN(c3ccc(OC)cc3)CC2)sc1C
12: CCCOc1ccc(C(=O)CCNC(Cc2c[nH]c3ccccc23)C(=O)O)cc1 (centres undefined)
13: CCn1ccnc1CN(C)Cc1nc(Cc2cccc(C(F)(F)F)c2)no1
14: CCN(CC)S(=O)(=O)c1cccc(C(=O)N/N=C(\C)c2cccs2)c1
15: O=c1[nH]cccc1-c1nc2ccccc2n1Cc1ccccc1F
16: CC1CCC(C(C)C)C(OCC(O)CN2CCN(Cc3ccccc3)CC2)C1 (centres undefined)

entry no.,9,10,11,12,13,14,15,16
TbPYK inhibitor,0%,-16%,-7%,0%,5%,3%,-5%,-7%
AMA1 RON2 block,-10%,-7%,?,52%[activator],40%[activator],95%[activator],2%,-28%
Shiga toxin inh,-18,13,.,0,5,74*,-3,-9
LmPK inhibitor,3%,0%,.,0%,10%,1%,-1%,4%
Pf growth 48h,?,10µM*,?,27%,-3%,157%[activator],25%,12µM*
CHX counter,-5,12,.,-1,1,31*,-4,-3
Pf growth 96h,8%,1.7µM*,-17%,0%,?,68%[activator],19%,?

17: C[n+]1cc2c3c(ccc2c2ccc4cc5c(cc4c21)OCO5)OCO3
18: CN(C)c1ccc(NC(=O)CC2NCCNC2=O)cc1 (centres undefined)
19: Cc1cc(NC(=O)C(C)SCC(=O)Nc2ccc(SC(F)F)cc2)no1 (centres undefined)
20: O=C(Cc1cccs1)N=Nc1c(O)[nH]c2ccccc12
21: Cc1n[nH]c(=O)n1-c1ccc(OC(F)(F)F)cc1
22: CC1CN(c2ccc([N+](=O)[O-])cc2C(=O)N2CCOCC2)CC(C)N1 (centres undefined)
23: C=CCn1c(SCC(=O)N2CCOCC2)nc2scc(-c3ccco3)c2c1=O
24: Cc1ccc(-c2nn3c(C)nnc3c3ccccc23)cc1S(=O)(=O)NC(C)c1ccccc1 (centres undefined)

entry no.,17,18,19,20,21,22,23,24
TbPYK inhibitor,-15%,-1%,12%,0%,-4%,-4%,-15%,3%
AMA1 RON2 block,.,4%,8%,?,7%,-6%,-29%,-20%
Shiga toxin inh,-37,18,-3,85*,-4,9,-3,-4
LmPK inhibitor,.,-6%,-2%,0%,1%,-1%,3%,0%
Pf growth 48h,66%[activator],12%,21%,?,?,12%,0%,?
CHX counter,-15,-3,1,56*,1,1,-2,-3
Pf growth 96h,104%[activator],0.21µM*,25%,?,72%[activator],?,20%,7.4µM*

Profiles from above. Order of values: TbPYK inhibitor	AMA1 RON2 block	Shiga toxin inh	LmPK inhibitor	Pf growth 48h	CHX counter	Pf growth 96h
C=CCn1c(SCC(=O)N2CCOCC2)nc2scc(-c3ccco3)c2c1=O reads -15%	-29%	-3	3%	0%	-2	20%
Cc1cc(NC(=O)C(C)SCC(=O)Nc2ccc(SC(F)F)cc2)no1 (centres undefined) reads 12%	8%	-3	-2%	21%	1	25%
CCc1nnc(NC(=O)CSc2nnc(COc3ccc(C#N)cc3)n2-c2ccccc2)s1 reads -1%	-16%	2	-1%	-2%	-4	?
Cc1cc(N/N=C/c2ccc(O)c(C)c2O)nc(-c2ccccc2O)n1 reads -16%	70%[activator]	32	0%	5.9µM*	25*	?

(cont.)
25: CCC(C)NC(=O)CN(C1CCCCC1)S(=O)(=O)c1ccc(F)cc1 (centres undefined)
26: COCCn1c(=O)[nH]c2cc(C(=O)N3CCN(c4ccccc4OC)CC3)ccc2c1=O
27: Cc1ccc(CNC(=O)Nc2ccc(C)cc2)cc1
28: CCOC(=O)CC(NC(=O)c1cc2cccc(OC)c2oc1=O)c1ccc(OC)cc1 (centres undefined)
29: CCN1C(=O)[C@H]2[C@@H](c3ccc(C)cc3)N3C(=O)N(c4ccccc4)C(=O)[C@@]3(C)[C@H]2C1=O
30: COc1ccccc1OCCn1c(=S)[nH]c2ccccc21
31: COC(=O)c1cccc(NC(=S)NCc2ccc(F)cc2)c1
32: N#C/C(=C\c1ccccc1)C(=O)Nc1nncs1

entry no.,25,26,27,28,29,30,31,32
TbPYK inhibitor,-8%,0%,-4%,4%,3%,?,5%,0%
AMA1 RON2 block,2%,1%,-9%,0%,7%,24%,-18%,22%
Shiga toxin inh,-26,10,61,102*,-1,-9,2,-9
LmPK inhibitor,-9%,-2%,0%,-3%,-6%,2%,3%,-13%
Pf growth 48h,-4%,?,52%[5.75 µM],12%,0%,-3%,25%[5.75 µM],-8%
CHX counter,-5,-3,22*,44*,-2,-3,-3,-1
Pf growth 96h,17%,?,50%[activator],15%,6%,-14%,?,?

33: O=C(c1ccc(CS(=O)(=O)c2ccc(Br)cc2)o1)N1CCN(c2ccc(F)cc2)CC1
34: Cc1ccc(S(=O)(=O)N2CN(Cc3ccco3)c3nc4ccccc4nc32)cc1C
35: Cc1ccc(C2=NN(C(=O)c3ccccc3F)C(c3ccccc3F)C2)cc1 (centres undefined)
36: COc1ccccc1CNC(=O)CC(C)c1ccccc1 (centres undefined)
37: Cc1ccc(CNC(=O)CCSCCC(=O)NCc2ccc(C)cc2)cc1
38: CC(=O)Nc1cccc(C(=O)OCc2ccccc2)c1
39: O=C1C2C3c4ccccc4C(c4ccccc43)C2C(=O)N1Cc1ccccn1 (centres undefined)
40: COc1cccc(C(=O)NCCS(=O)(=O)N(C)Cc2ccccc2)c1

entry no.,33,34,35,36,37,38,39,40
TbPYK inhibitor,4%&-6%,-8%,7%,2%,-4%,-14%,-3%,8%
AMA1 RON2 block,-5%,-10%,-8%,2%,2%,22%,-5%,1%
Shiga toxin inh,-9,49,-2,-4,-15,74*,12,.
LmPK inhibitor,4%,1%,2%,2%,-4%,0%,7%,.
Pf growth 48h,?,88%[activator],4.1µM*,2%,.,11%,9%,19%
CHX counter,8,32,3,5,-8,27*,-9,.
Pf growth 96h,?,?,-42%,?,?,-1%,?,16%

Down the list, from the results shown.
Pf growth 96h, nos. 17 to 24 → 104%[activator], 0.21µM*, 25%, ?, 72%[activator], ?, 20%, 7.4µM*

Following part:
41: CC(C)(C)NC(=S)NCc1ccncc1
42: COc1ccccc1NC(=S)NC(NC(=O)C(C)C)C(Cl)(Cl)Cl (centres undefined)
43: O=c1c(Cl)c(Cl)cnn1-c1ccccc1
44: COc1ccc(Oc2c(Cl)cnn(-c3ccc(C)cc3)c2=O)cc1
45: O=C(Cn1cc(C(F)(F)F)cc(Cl)c1=O)Nc1cc(Cl)cc(Cl)c1
46: Cc1cnc(C)c(N2CCC(C(=O)NCc3ccco3)CC2)n1
47: Cc1nc2c(n1O)CCC/C2=N\O
48: CCOC(=O)CCCNC(=O)COC(=O)c1cccc(C)c1O

entry no.,41,42,43,44,45,46,47,48
TbPYK inhibitor,0%,-7%,2%,-2%,6%,13%,-1%,1%
AMA1 RON2 block,14%,17%,-11%,-1%,15%,1%,-2%,-21%
Shiga toxin inh,-4,-10,-19,2,-2,-19,-12,-3
LmPK inhibitor,1%,10%,-3%,0%,4%,-3%,3%,0%
Pf growth 48h,3%,7.4µM*,-18%,2%,4%,-9%,16%,4%
CHX counter,-1,1,-9,14*,1,-2,0,-7
Pf growth 96h,17%,12%,?,-2%,43%[activator][5.75 µM],-5%,39%,.

49: CCN(C(=O)CCNC(=O)Cn1cnc2ccccc2c1=O)c1cccc(Cl)c1
50: CCC(=O)N(CC)c1nc(-c2cc(OC)ccc2OC)cs1
51: Cc1sc(N/N=C/c2cccs2)nc1-c1ccccc1
52: Fc1ccc(CNCCc2ccccc2F)cc1
53: Cc1ccc(-c2cc(=O)c3ccc(F)cc3[nH]2)cc1
54: COc1ccc(OC)c(NC(=O)CSc2nnc(C)n2Cc2ccccc2)c1
55: Cc1cc(C(=O)NC(C)C)on1
56: O=C(N=Nc1c(O)n(C2OC(=O)c3ccccc32)c2ccccc12)c1ccc(O)cc1 (centres undefined)

entry no.,49,50,51,52,53,54,55,56
TbPYK inhibitor,-3%&0%,3%,-26%,-11%,-5%,-7%,0%,8%
AMA1 RON2 block,3%,5%,37%[activator],-7%[11.6 µM],11%,0%,5%,11%
Shiga toxin inh,-8,-12,84*,12,-1,12,-4,2
LmPK inhibitor,5%,-2%,-3%,-1%,-1%,3%,-4%,1%
Pf growth 48h,-10%,12µM*,37%[activator],3%,?,-4%,44%[activator],26%
CHX counter,1,1,43*,12,6.8*,-1,-4,-3
Pf growth 96h,5%,-30%,?,81%[activator],2.9µM*,30%,99%[activator],42%[activator]

57: CC1(C)CC(=O)C2=C(C1)Nc1ccccc1NC2c1nc2ccccc2[nH]1 (centres undefined)
58: O=C(COC(=O)CNC(=O)c1ccc(Br)o1)Nc1ccc2c(c1)OCCO2
59: O=C1N/C(=C\c2ccsc2)C(=O)N1Cc1ccc(F)cc1
60: CCc1cc2c(SCC(=O)NC(=O)c3cccn3C)ncnc2s1
61: Cc1ccc(-n2nc(C)cc2N)c(C)c1

entry no.,57,58,59,60,61
TbPYK inhibitor,3%,-9%,-1%,2%,5%
AMA1 RON2 block,0%,-4%,-10%,-11%,-23%
Shiga toxin inh,118*,-1,-4,-2,-5
LmPK inhibitor,0%,-8%,-3%,2%,1%
Pf growth 48h,.,13%,-2%,-23%,0%
CHX counter,42*,-2,0,13,-5
Pf growth 96h,?,-15%,?,9%,0%

Source: PubChem
